Screens (PubChem BioAssay)
A3A deaminase – APOBEC3A ssDNA deaminase inhibitors, primary screen, selectivity assay for APOBEC3G inhibitor project, biochemical, FAM/TAMRA oligo cleavage fluorescence | actives 0.41% (n = 330,000) | recombinant A3A, FAM/TAMRA ssDNA deamination fluorescence | DNA dC->dU-editing enzyme APOBEC-3A (Homo sapiens), P31941 | inhibition, % at 20 µM | AID 493011, 2011;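 active = at least 40% inhibition at 20 µM here, with at most 30% in a related deaminase screen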;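 also: plate controls were A3A with DMSO for no effect and wells lacking A3A enzyme for full effect; some results filed as inactive read as strong as hits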
Target sequence (P31941 whole entry, looked up): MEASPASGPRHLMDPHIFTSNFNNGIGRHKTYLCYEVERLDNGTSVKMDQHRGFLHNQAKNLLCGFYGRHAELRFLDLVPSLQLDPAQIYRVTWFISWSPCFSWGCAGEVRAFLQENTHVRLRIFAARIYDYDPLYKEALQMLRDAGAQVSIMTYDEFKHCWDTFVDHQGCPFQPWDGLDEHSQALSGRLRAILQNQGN
APOBEC3G inh – APOBEC3G DNA deaminase inhibitors, primary screen, biochemical, fluorescence, single-stranded DNA substrate, uHTS. DNA dC->dU-editing enzyme APOBEC-3G (Homo sapiens), Q9HC16. recombinant A3G, ssDNA deamination FAM/TAMRA fluorescence. inhibition, % at 20 µM. actives 0.28% (n = 330,000). AID 493012, 2011;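 active = inhibition of at least 40% at 20 µM, with no more than 30% in the related APOBEC3A deaminase screen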;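 also: plate controls were DMSO wells with A3G for no effect and wells lacking A3G enzyme for full effect; some compounds called inactive have numbers as strong as hits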
beta cell repl – inducers of MIN6 beta-cell proliferation, primary screen, ATP luminescence, uHTS. proliferation, % at 10 µM. actives 0.29% (n = 330,000). MIN6 cells proliferation, ATPlite luminescence, 48 h; cells starved in 0.2% serum; 100% = growth in 10% serum. AID 2380, 2010;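 active = compounds whose signal lies at least 3.5 SD above the mean of all wells on their plate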;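 also: 0% = DMSO-treated cells in low-serum medium and 100% = 10% serum control; some compounds called inactive have numbers as strong as hits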
hIAP activ – human IAP activators, primary screen, biochemical, luminescence, uHTS; Intestinal-type alkaline phosphatase (Homo sapiens), P09923; purified human IAP, CDP-Star luminescence, 30 min; active compounds read high; 1 = vehicle-only enzyme, 0 = enzyme-free background; activation factor at 10 µM; actives 0.16% (n = 330,000); AID 2524, 2010;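 active = activation factor of the enzyme at least 2-fold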; also: the source names both 10 and 20 µM as test concentration; values of inactives mirror those of a sister screen read the other way
Target sequence (P09923 whole entry, looked up): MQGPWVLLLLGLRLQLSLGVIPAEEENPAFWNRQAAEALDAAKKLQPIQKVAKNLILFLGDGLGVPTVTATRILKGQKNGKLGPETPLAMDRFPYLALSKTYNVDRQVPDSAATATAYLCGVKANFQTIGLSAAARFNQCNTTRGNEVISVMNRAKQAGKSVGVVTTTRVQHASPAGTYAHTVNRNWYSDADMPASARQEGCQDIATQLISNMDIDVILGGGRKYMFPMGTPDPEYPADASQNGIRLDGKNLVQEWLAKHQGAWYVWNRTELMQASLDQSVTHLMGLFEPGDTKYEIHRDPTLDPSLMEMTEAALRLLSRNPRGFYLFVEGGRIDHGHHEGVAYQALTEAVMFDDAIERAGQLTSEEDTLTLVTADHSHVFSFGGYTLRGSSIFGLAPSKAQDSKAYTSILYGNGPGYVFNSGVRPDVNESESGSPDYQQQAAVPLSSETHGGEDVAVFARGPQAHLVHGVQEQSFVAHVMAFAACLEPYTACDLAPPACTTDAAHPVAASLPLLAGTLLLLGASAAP
hIAP block – human IAP inhibitors, primary screen, biochemical, luminescence, uHTS; purified IAP, CDP-Star luminescence, 30 min; inhibition, % at 10 µM; actives 0.12% (n = 330,000); AID 2544, 2010;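 active = inhibition reaching a set limit with compound at 10 µM in the primary screen, cut at about 35% in these data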;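 also: plate controls were DMSO wells with enzyme for no effect and no-enzyme buffer wells for full effect; values of inactives mirror those of a sister screen read the other way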
mIAP block – inhibitors of mouse IAP, primary screen, biochemical, luminescence, uHTS; purified mouse IAP, CDP-Star luminescence, 30 min; inhibition, % at 10 µM; actives 0.2% (n = 330,000);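 active = inhibition of at least 40% at 10 µM in the primary screen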;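 also: plate controls were DMSO with enzyme for no effect and no enzyme wells for full effect; values of inactives mirror those of a sister screen read the other way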
mIAP act – activators of mouse IAP, primary screen, biochemical, luminescence, uHTS | intestinal alkaline phosphatase [Mus musculus] | muIAP, CDP-Star luminescence, 30 min; active compounds read high; 1 = vehicle-only enzyme signal, 0 = enzyme-free wells | activation factor at 10 µM | actives 0.24% (n = 330,000) | AID 2805, 2010;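 active = activation factor of at least 2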; also: the source names both 10 and 20 µM as test concentration; values of inactives mirror those of a sister screen read the other way
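also added = chemiluminescent substrate CDP-Star | test system = mouse IAP enzyme | signal = chemiluminescence readout | compound = DMSO-dissolved test compounds | incubation = 30 min at room temperature | benchmarks = DMSO wells, no-enzyme wells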
GRIN3A LBD mod – binders of NR3A ligand-binding domain, primary screen, biophysical, differential scanning fluorimetry, uHTS; Glutamate receptor ionotropic, NMDA 3A (GRIN3A) ligand-binding domain; NR3A LBD differential scanning fluorimetry, Tm shift; 0% = protein alone, 100% = glycine-bound protein; Tm shift relative to glycine control, % at 25 µM; actives 2.5% (n = 340,000); AID 1259313, 2017;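 active = melting temperature shift of at least 10% of the positive control shift, at one fixed dose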
MPTP inh – mitochondrial permeability transition pore inhibitors, primary screen, biochemical, isolated mouse mitochondria, absorbance | AID 602449, 2012 | Ca2+ swelling absorbance, 30 min | actives 1.4% (n = 360,000) | inhibition, % at 10 µM;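 active = inhibition of 50% or more, scaled per plate between neutral and stimulator controls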;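 also: 0% = DMSO wells given calcium and 100% = 1 mM EGTA wells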
* = called active by the depositor; . = no result given. Rows are unselected; 5% or so of the library scored in one or more.

SMILES | A3A deaminase | APOBEC3G inh | beta cell repl | hIAP activ | hIAP block | mIAP block | mIAP act | GRIN3A LBD mod | MPTP inh
COC(=O)CC1C(=O)NCCN1C(=O)c1ccccc1 (centres undefined) | -1.5 | -4.1 | 0.2 | 0.918 | 8.2 | 8.0 | 0.92 | 1.2 | 0.8
COc1cc2c(cc1OC)CN(C(=S)Nc1c(C)cccc1C)CC2 | 1.7 | 3.6 | -1.2 | 0.91 | 9.0 | 10.7 | 0.893 | -1.5 | 1.4
COc1ccc(NC(=O)N(C)C[C@H]2Oc3ccc(NS(=O)(=O)c4ccc(OC)cc4)cc3C(=O)N([C@H](C)CO)C[C@@H]2C)cc1 | -0.9 | -2.3 | 0.6 | 0.895 | 10.5 | -5.3 | 1.05 | -2.0 | 1.5
COc1ccccc1NC(C)C(=O)N/N=C/c1cccs1 (centres undefined) | -1.4 | -2.8 | -0.5 | 0.872 | 12.8 | 8.3 | 0.917 | 0.3 | -1.9
CC(C)c1ccc(S(=O)(=O)c2nnn3c2nc(N2CCCCC2)c2ccccc23)cc1 | -2.5 | -2.6 | 0.0 | 1.01 | -0.9 | 17.3 | 0.827 | -3.5 | 6.4
CCCCC(CC)C1OCC(CN2CCCCC2)O1 (centres undefined) | 1.0 | -7.2 | -0.7 | 1.41 | -41.0 | 10.4 | 0.896 | 1.5 | 0.2
Cc1c(NC(=O)COC(=O)C23CC4CC(CC(O)(C4)C2)C3)c(=O)n(-c2ccccc2)n1C | 0.3 | -7.0 | -2.1 | 0.977 | 2.3 | 3.6 | 0.964 | 3.6 | 1.2
Cc1c(Cl)cccc1NC(=O)COc1ccc(S(=O)(=O)N2CCOCC2)cc1 | 5.6 | 6.6 | -3.8 | 1.17 | -16.5 | -1.9 | 1.02 | 5.5 | -3.5
COc1ccc(N2CCN(Cc3nc4ccccc4c(=O)[nH]3)CC2)cc1 | -0.5 | -5.7 | -2.9 | 0.875 | 12.5 | -4.9 | 1.05 | -0.9 | 1.9
COc1ccc(C2/C(=C(\O)c3ccc4c(c3)OCCO4)C(=O)C(=O)N2CCCN(C)C)cc1 (centres undefined) | -3.0 | -4.3 | 1.2 | 1.05 | -4.6 | 2.4 | 0.976 | -1.7 | 1.5
CC(C)CNC(=S)N(CCO)Cc1cc2cc3c(cc2[nH]c1=O)OCO3 | -5.7 | -7.6 | -1.3 | 1.06 | -5.9 | 4.0 | 0.96 | 2.2 | 0.8
C(=C\c1nccc2c1[nH]c1ccccc12)/c1ccccc1 | -0.7 | -9.0 | -6.7 | 0.917 | 8.3 | -4.9 | 1.05 | 16.4* | 6.7
O=C(CCN1CCCCC1)c1ccc2c(c1)OCO2 | 2.1 | 5.8 | -7.6 | 0.943 | 5.7 | -14.8 | 1.15 | 2.3 | 19.3
CCOc1ccc(C2/C(=C(\O)c3cccc(OC)c3)C(=O)C(=O)N2c2ccccn2)cc1OC (centres undefined) | -1.4 | 11.0 | 6.4 | 1.06 | -5.7 | 3.2 | 0.968 | -1.3 | 7.2
Cc1ccc(S(=O)(=O)N2CCN(C(=O)c3ccccc3OCc3c(C)noc3C)CC2)cc1C | -2.1 | -8.8 | 2.8 | 0.839 | 16.1 | 5.0 | 0.95 | -0.4 | -2.3
Cc1ccc2oc(/N=C(\N)NC(=O)C3CC3)nc2c1 | 0.2 | -1.6 | -3.3 | 1.25 | -25.4 | -21.6 | 1.22 | -0.6 | 17.0
O=C(N[C@H](CO)[C@H](O)c1ccc([N+](=O)[O-])cc1)C(Cl)Cl | -2.7 | -11.3 | 3.6 | 0.857 | 14.3 | 4.9 | 0.951 | 0.8 | .
NC(=O)c1ccc[n+](CC(=O)c2ccc(Cl)c(Cl)c2)c1 | -3.9 | -5.6 | -0.9 | 1.1 | -10.5 | 1.2 | 0.988 | -1.1 | -1.8
CC(OC(=O)c1ccncc1)C(=O)Nc1ccc([N+](=O)[O-])cc1Cl (centres undefined) | -4.1 | -7.0 | 1.8 | 1.03 | -3.2 | -7.0 | 1.07 | 3.5 | -1.6
O=C(NCCN1CCOCC1)NC1(C(F)(F)F)Oc2ccccc2O1 | 4.0 | 0.0 | -5.5 | 0.932 | 6.8 | 13.5 | 0.865 | 1.0 | 0.3
CCCN(CCC)CCN1C(=O)C2C(C(=O)Nc3cccc(SC)c3)C3C=CC2(O3)C1C(=O)NC1CCCCC1 (centres undefined) | -2.5 | -10.5 | 0.5 | 1.18 | -18.1 | -9.1 | 1.09 | -0.6 | 1.6
COc1cc(NS(C)(=O)=O)c(OC)cc1NC(=O)c1ccccc1 | 3.7 | -2.0 | -1.8 | 1.12 | -12.0 | 7.7 | 0.923 | 0.6 | -1.3
CC1CC(CCC(=O)NC(=S)Nc2ccc(Cl)cn2)C(=O)O1 (centres undefined) | -3.1 | -6.8 | -0.3 | 1 | 0.0 | 7.2 | 0.928 | 15.7* | 1.5
COc1ccc(N(CC(=O)NCCSC(C)(C)C)S(C)(=O)=O)c(OC)c1 | -4.7 | -1.9 | 1.7 | 0.918 | 8.2 | 9.6 | 0.904 | -1.5 | -1.0
Cc1c(Cl)cccc1NC(=O)COC(=O)CN1C(=O)NC(C)(C)C1=O | 2.0 | -6.1 | -4.6 | 0.927 | 7.3 | 3.3 | 0.967 | -3.8 | -0.6
COc1cccc(/C=N/NC(=O)c2nnn(-c3nonc3N)c2-c2cccs2)c1 | -4.8 | -5.9 | 0.3 | 0.839 | 16.1 | 7.7 | 0.923 | -4.1 | -0.9
O=S(=O)(Nc1cc(C(F)(F)F)ccc1N1CCOCC1)c1ccc2ccccc2c1 | 1.5 | 7.1 | 0.0 | 0.951 | 4.9 | 4.1 | 0.959 | 1.9 | 0.3
CCC(C)[C@H](NC(=O)[C@@H]1Cc2ccccc2CN1)C(=O)NCc1ccc(OC)cc1 (some centres undefined) | -0.5 | -5.8 | -0.7 | 1.05 | -5.5 | 0.9 | 0.991 | -2.4 | 0.3
CCN(CC)CCn1c2c(c(SCC(=O)Nc3cccc4ccccc34)nc1=O)CCCC2 | 1.0 | -2.0 | -5.3 | 0.842 | 15.8 | 2.1 | 0.979 | -0.5 | -1.1
c1ccc(-c2nc(NCCCN3CCOCC3)c3ccccc3n2)cc1 | 3.2 | -2.3 | -0.9 | 2.04* | -104.0 | -0.1 | 1 | 1.1 | 0.1
O=S(=O)(Cc1ccc(Cl)cc1)c1ccccc1-c1nnc(-c2ccc(Cl)cc2)o1 | -3.3 | -5.3 | -1.8 | 1.07 | -6.7 | 3.5 | 0.965 | -0.1 | -1.8
O=C(Cn1nnc(-c2ccc(NC(=O)c3ccccc3F)cc2)n1)NCc1ccc(F)cc1 | 13.9 | 6.2 | -3.4 | 1.05 | -4.6 | 25.2 | 0.748 | 3.1 | 1.4
COc1ccc(N2C(=O)CC(N3CCN(S(=O)(=O)c4cc(C)ccc4C)CC3)C2=O)cc1 (centres undefined) | -3.1 | -5.9 | -2.0 | 0.88 | 12.0 | 3.2 | 0.968 | -0.2 | -1.9
Clc1cc(Cl)cc(Nc2ncnc(-n3cccc3)n2)c1 | 0.4 | 2.2 | -3.1 | 1.14 | -14.2 | 6.0 | 0.94 | -7.2 | 15.3
COc1ccc(S(=O)(=O)N2CCCCC2)cc1C(C)C | 0.9 | -3.9 | -1.1 | 0.734 | 26.6 | -0.2 | 1 | -2.8 | 5.9
CCOc1ccc(N(Cc2cc3cc(OC)ccc3[nH]c2=O)C(=O)C2CCCO2)cc1 (centres undefined) | -0.3 | -4.0 | 1.2 | 1.03 | -2.7 | -5.3 | 1.05 | -0.9 | -1.1
Cc1cc(C)c(NC(=O)NC(=O)C(Cl)(Cl)Cl)c(C)c1 | 1.7 | -6.9 | -0.3 | 1.05 | -5.0 | -4.1 | 1.04 | -7.3 | 1.2
CC(C)NC(=S)N/N=C/c1ccccc1[N+](=O)[O-] | -4.8 | -6.4 | 0.2 | 0.841 | 15.9 | 10.3 | 0.897 | -0.3 | 0.3
CCCc1nc2sc3c(c2c(=O)[nH]1)CCCC3 | 3.7 | -1.7 | 0.2 | 0.986 | 1.4 | 1.2 | 0.988 | -2.9 | -0.3
O=C(NCc1cccs1)C1CC(=O)N(c2ccc(F)cc2)C1 (centres undefined) | -4.3 | -6.7 | -3.6 | 1.09 | -9.1 | 4.9 | 0.951 | -1.1 | -2.7
O=C(Nc1ccc(O)cc1)c1ccc(NC(=O)C2CCCO2)cc1 (centres undefined) | 0.6 | -3.9 | -3.7 | 1.02 | -1.7 | -4.5 | 1.04 | 0.9 | 0.2
CCN(CC)c1ccc(CNc2nc3ccccc3n2C(C)C)cc1 | 0.1 | -6.0 | -2.9 | 0.868 | 13.2 | -6.4 | 1.06 | -0.1 | 28.9
COc1ccc(N2CCN(C(=O)c3ccc(OCC4CCCO4)cc3)CC2)cc1 (centres undefined) | -10.9 | -10.1 | -1.1 | 1.07 | -6.6 | -2.7 | 1.03 | 1.0 | 3.5
Cc1cc(C(=O)NC(C)c2ccccc2)c2cc(F)ccc2n1 (centres undefined) | 4.8 | -5.7 | 0.2 | 0.962 | 3.8 | -8.9 | 1.09 | -3.7 | 1.4
Cc1ccccc1NC(=O)C(=O)c1cn(C)c2ccccc12 | 5.4 | -4.1 | 0.3 | 0.981 | 1.9 | 5.3 | 0.947 | -0.9 | 0.7
O=C(c1cccnc1)N1CCN(S(=O)(=O)c2ccc(S(=O)(=O)N3CCCC3)cc2)CC1 | 1.5 | 3.0 | 0.4 | 1.02 | -2.1 | -7.0 | 1.07 | . | 1.2

Single records, from the list above. Order of values: A3A deaminase	APOBEC3G inh	beta cell repl	hIAP activ	hIAP block	mIAP block	mIAP act	GRIN3A LBD mod	MPTP inh
`COc1ccc(S(=O)(=O)N2CCCCC2)cc1C(C)C` in the list: 0.9	-3.9	-1.1	0.734	26.6	-0.2	1	-2.8	5.9
`COc1ccc(N2CCN(C(=O)c3ccc(OCC4CCCO4)cc3)CC2)cc1` (centres undefined) in the list: -10.9	-10.1	-1.1	1.07	-6.6	-2.7	1.03	1.0	3.5
`CCOc1ccc(N(Cc2cc3cc(OC)ccc3[nH]c2=O)C(=O)C2CCCO2)cc1` (centres undefined) in the list: -0.3	-4.0	1.2	1.03	-2.7	-5.3	1.05	-0.9	-1.1
`Cc1cc(C(=O)NC(C)c2ccccc2)c2cc(F)ccc2n1` (centres undefined) in the list: 4.8	-5.7	0.2	0.962	3.8	-8.9	1.09	-3.7	1.4
